Screening results from PubChem BioAssay.
hDAT+cocaine: changed human dopamine transporter uptake under cocaine IC80; 110,000 compounds, 1.3% hits; LLC-PK1 hDAT cells, [14C]-dopamine uptake with cocaine IC80; actives deviate in either direction; B-score at 10 µM;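 active means Z score or B-score, a plate-position-corrected score, falls beyond the plate's 99.7% confidence bounds, in either direction; inactive means both scores lie inside the 99.7% bounds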;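 further: scored against the spread of the other compound wells on the same plate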
Target sequence (Q01959 whole entry, looked up): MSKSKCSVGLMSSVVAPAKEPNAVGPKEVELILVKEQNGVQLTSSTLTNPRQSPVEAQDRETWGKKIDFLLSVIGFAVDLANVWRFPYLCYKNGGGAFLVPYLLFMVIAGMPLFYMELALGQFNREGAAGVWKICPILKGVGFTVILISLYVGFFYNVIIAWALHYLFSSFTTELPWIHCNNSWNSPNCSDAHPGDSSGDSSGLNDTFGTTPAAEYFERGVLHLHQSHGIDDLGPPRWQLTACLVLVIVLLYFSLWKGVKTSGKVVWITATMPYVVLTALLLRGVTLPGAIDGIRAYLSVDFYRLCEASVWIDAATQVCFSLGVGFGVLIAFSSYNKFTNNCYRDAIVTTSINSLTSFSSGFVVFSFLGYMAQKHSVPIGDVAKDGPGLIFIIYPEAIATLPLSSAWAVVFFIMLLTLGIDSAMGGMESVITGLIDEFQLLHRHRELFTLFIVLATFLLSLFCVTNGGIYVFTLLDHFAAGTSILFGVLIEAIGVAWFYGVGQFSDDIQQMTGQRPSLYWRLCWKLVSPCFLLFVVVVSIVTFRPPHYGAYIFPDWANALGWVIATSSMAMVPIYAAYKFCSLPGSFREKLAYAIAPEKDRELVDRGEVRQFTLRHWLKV
Numbers without * were called inactive.

SMILES | hDAT+cocaine
CCCCCC(=O)Nc1cccc(C2=NOC3(C2)C[C@@H](C(N)=O)N(C(=O)c2cc([N+](=O)[O-])cc([N+](=O)[O-])c2)C3)c1 (some centres undefined) | -0.23
O=C(NCc1cccc(C(F)(F)F)c1)C1CC(c2cccc(F)c2)=NO1 (centres undefined) | -0.51
CCC/C=C1/CCCOC(C(=O)NCc2ccc(S(C)(=O)=O)cc2)(C(F)(F)F)C1 (centres undefined) | -0.29
C#Cc1ccc([C@H]2C=C(C(=O)N3CCOCC3)O[C@@H](OCC)[C@@H]2CCCO)cc1 | 0.17
Cc1ccc(CCNC(=O)C2CC(c3ccc(C(F)(F)F)cc3)=NO2)cc1 (centres undefined) | 1
CCC(C)CCCCCCCCCCC(=O)O (centres undefined) | -0.061
COC(=O)c1cc(C#N)c(Oc2ccccc2)nc1C | 0.014
COC(=O)CCCC1=CC2=C(c3ccccc3)C(=O)C(C)(OC(=O)C3CCCC3)C(=O)C2=CN1c1ccc(OC)cc1 (centres undefined) | -0.059
COc1cc(C2OCC3C(c4ccc(OC5OC(CO)C(O)C(O)C5O)c(OC)c4)OCC23)ccc1O (centres undefined) | -0.42
C=CCNC(=O)c1c(CSc2ccccc2)noc1C(=O)NCc1ccccc1 | 0.41
C#CCNC(=O)C1=C[C@@H](C2CCCCC2)C[C@@H](OCc2ccc(CO)cc2)O1 | -0.46
CC(C)(C)c1cc2cccnc2n1Cc1cccc(F)c1 | -0.058
CCC(=O)Nc1cccc(C2=NOC3(C2)C[C@@H](C(N)=O)N(C(=O)CC)C3)c1 (some centres undefined) | 0.96
CCN1CCN(Cc2ccc(NC(=O)c3ccc(C)c(NC(=O)c4ccno4)c3)cc2C(F)(F)F)CC1 | -0.016
O=C(N[C@@H](Cc1ccccc1)C(=O)O)c1ccc(C(F)(F)F)cc1 | -1.3
O=C1CCN(CCc2ccccc2)CCN1CCSc1ccc(Br)cc1 | 2
CC(=O)n1cc([C@@H]2C=C(C(=O)N3CCN(Cc4ccccc4)CC3)O[C@H](OCc3ccc(CO)cc3)C2)c2ccccc21 | 1.4
COc1ccc2c(OC)c3ccoc3nc2c1OC | 0.24
CN(C[C@H](c1ccccc1)N(C[C@H](Cc1ccccc1)N(CCc1ccccc1)N=O)N=O)N=O | -0.27
Oc1cc2c(c(Cl)c1O)CCNCC2c1ccccc1 (centres undefined) | 1.8
OCC[C@H]1C[C@@H](O)[C@H](O)[C@@]2(CCCO2)O1 | -1.7
CCCCC(=O)N1C/C=C\[C@H](c2ccc(OC)cc2)N(Cc2ccc(F)cc2)C(=O)[C@@H]1C | -0.49
CCO[C@@H]1OC(C(=O)O)=C[C@H](C2CCCCC2)[C@H]1CCCO | -1.8
COc1ccc2[nH]c3c(C)c4ccncc4c(C)c3c2c1 | -0.84
O=C(NCc1cccnc1)C(=O)NCC1OCCN1S(=O)(=O)c1ccccc1 (centres undefined) | -0.54
CC1CCN(c2c(NCC3CCC(C(=O)NCCc4ccccc4)CC3)c(=O)c2=O)CC1 (centres undefined) | -0.037
O=c1c2ccccc2oc2ccc(-c3ccc4[nH]ccc4c3)cc12 | -0.48
c1ccc(-c2nnc(C3CC(c4ccncc4)=NO3)o2)cc1 (centres undefined) | -0.057
CC1(c2nnc(-c3ccncc3)o2)CC(c2cccc(Cl)c2)=NO1 (centres undefined) | -0.42
C#CCOCCOCCOCCNc1nc(N2CCOCC2)nc(N2CCN(C(=O)Cn3cc(CC(C)O)nn3)CC2)n1 (centres undefined) | 0.24
COC/C=C/C1=CC2=CC(=O)C(C)(OC(=O)c3cnc4ccccc4n3)C(=O)C2=CN1CCc1c[nH]c2ccccc12 (centres undefined) | -2.3
O=c1cc(-c2ccccc2Cl)oc2cccc(O)c12 | -0.37
COc1ccc(-c2coc3cc(OC)cc(OC)c3c2=O)cc1 | 2.4
COc1ccc(C2/C=C\CN(S(=O)(=O)c3ccc(C)cc3)[C@H](Cc3ccccc3)C(=O)N2Cc2ccc(F)cc2)cc1 (some centres undefined) | -0.36
O=C(NCCn1cc(SCC(=O)N2CCOCC2)c2ccccc21)c1c(F)cccc1F | -0.89
COC(=O)C(N)CCCCN (centres undefined) | -0.085
CC1CCN(C(=O)c2[nH]cnc2C(=O)N[C@@H](C)C(=O)OC(C)(C)C)CC1 | -0.71
CC(=O)c1ccc(N2CCN(C(=O)c3ccc4c(Cl)c5c(nc4c3)CCCC5)CC2)cc1 | 1.5
COC(=O)C1=C(C(=O)OC)[C@@H]2N(C)c3ccccc3[C@@]23C[C@@H](C(=O)OC)N=C3N1 | 1.1
COC(=O)CCC(=O)OC1(C)C(=O)C2=CN(c3ccccc3)C(c3ccc(OC)cc3)=CC2=C(Br)C1=O (centres undefined) | -0.19
CCCCCCCCCC(=O)N[C@H](CN1CCOCC1)[C@H](O)c1ccccc1 | 1.3
O=C(O)CCC1OC(=O)C(O)=C1c1ccccc1 (centres undefined) | -2.1
O=C(O)C1=C[C@@H](c2ccccc2)C[C@@H](OCc2ccc(CO)cc2)O1 | -0.16
Oc1cccc2cc3cccc(O)c3c(O)c12 | -0.34
C=C(C)C(=O)Nc1cccc(C2=NOC3(C2)C[C@H](C(N)=O)N(C(=O)c2ccccc2C(=O)c2ccccc2)C3)c1 (some centres undefined) | 1.1
N/C(=N\OC(=O)c1ccc(Cl)cc1)c1ccc(Cl)cc1 | 0.13
CC(C)C[C@H](NC(=O)c1nc[nH]c1C(=O)NCC(=O)OC(C)(C)C)C(=O)OCc1ccccc1 | -0.17
CCOc1ccc(CCN2C(=O)C(=O)N([C@H](CCCN(C)Cc3ccccc3)CNCc3ccccc3)C[C@@H]2C(C)C)cc1 | -0.017

Sorted by the number under hDAT+cocaine (low to high): three of the compounds above.
SMILES | hDAT+cocaine
CCOc1ccc(CCN2C(=O)C(=O)N([C@H](CCCN(C)Cc3ccccc3)CNCc3ccccc3)C[C@@H]2C(C)C)cc1 | -0.017
C=C(C)C(=O)Nc1cccc(C2=NOC3(C2)C[C@H](C(N)=O)N(C(=O)c2ccccc2C(=O)c2ccccc2)C3)c1 (some centres undefined) | 1.1
CCCCCCCCCC(=O)N[C@H](CN1CCOCC1)[C@H](O)c1ccccc1 | 1.3

Additional compounds follow:
SMILES | hDAT+cocaine
COC(=O)C[C@H]1c2cc(C(F)(F)F)ccc2S(=O)(=O)N1Cc1ccc(OC)cc1 | 0.72
O=C(/C=C/c1cccs1)N1CCC2(CC1)Oc1ccc(Cl)cc1C(=O)C21CC(c2cccnc2)=NO1 (centres undefined) | -0.016
CCO[C@H]1OC(C(=O)N2CCN(Cc3ccc4c(c3)OCO4)CC2)=C[C@@H](C(C)(C)C)[C@@H]1CCCO | 0.3
CCN(CC)CCCN1C=C2C(=O)C(C)(OC(=O)C3CCCC3)C(=O)C(c3ccccc3)=C2C=C1CCCC(=O)OC (centres undefined) | -1.1
COc1cc(C(=O)NS(=O)(=O)c2ccccc2C)ccc1Cc1cn(C)c2ccc(NC(=O)OC3CCCC3)cc12 | -1.3
CCOc1ccc(CN2CCC(C(=O)N3CCN(c4ccccc4F)CC3)CC2)cc1OC | -0.96
COC(C[C@H]1O[C@H]1C(=O)COCc1ccccc1)OC | 1.1
C=CCN1C=C2C(=O)C(C)(OC(=O)CCC(=O)OC)C(=O)C(Br)=C2C=C1c1ccc(OC)cc1 (centres undefined) | -0.18
CC(C)(C)OC(=O)NC(=NCCCc1cn(CC(=O)N2CCN(C(=O)OC(C)(C)C)CC2)nn1)NC(=O)OC(C)(C)C | 0.95
C[C@@H]1CCC[C@@]2(O[C@@H](CCO)C[C@@H](O)[C@@H]2O)O1 | 0.08
CN1C(C(=O)NCCc2cccs2)CC2Cn3c(nc4cc(Cl)c(Cl)cc43)C21 (centres undefined) | 1.4
COC(=O)[C@H](CCSC)NS(=O)(=O)c1ccccc1Br | -1
CC1(C)CC[C@]2(C(=O)O)CC[C@]3(C)C(=CCC4[C@@]5(C)CC[C@H](O)C(C)(C)C5CC[C@]43C)C2C1 (some centres undefined) | -0.18
CC(C)CC(COCc1cccc(Cl)c1)N1CCN(C(=O)c2ccc(C(F)(F)F)cc2)CCC1=O (centres undefined) | -0.13
O=C(NC1CC1)C1=C[C@@H](c2ccc(Br)cc2)C[C@@H](OCc2ccc(CO)cc2)O1 | 1.4
C[C@H]1COC2=C1C(=O)C(=O)c1c2ccc2c1CCCC2(C)C | -0.37
Cc1ccc(CNC(=O)C2CC(c3cc(C(F)(F)F)cc(C(F)(F)F)c3)=NO2)o1 (centres undefined) | -0.17
CCN1C(=O)N[C@@H](c2cccc(C(F)(F)F)c2)C(C(C)=O)=C1C | -0.38
CC(C)(C)n1nc(Cc2cccc3ccccc23)c(C#N)c1N | -0.006
COC(=O)CCC(=O)OC1(C)C(=O)C2=CN(Cc3ccc(OC)cc3)C(c3ccc(OC)cc3)=CC2=C(Br)C1=O (centres undefined) | -0.67
COc1cc2cc(Oc3ccc4ccc(=O)oc4c3)c(=O)oc2cc1O | -0.23
C[C@H]1CCC[C@@]2(O[C@@H](CCO)C[C@@H](O)[C@@H]2O)O1 | -0.22
COc1ccc(-c2[nH]c(-c3ccccc3)nc2SCC(=O)Nc2nccs2)cc1 | 0.88
C=CCOC(=O)C1=C[C@H](c2coc3ccccc3c2=O)C[C@H](OCc2ccc(CO)cc2)O1 | 0.73
COc1cnc(-c2ccccn2)nc1Oc1ccc(Cl)cc1 | 0.67
O=C(NC1CC1)C1=C[C@H](c2ccc3c(c2)OCO3)C[C@H](OCc2ccc(CO)cc2)O1 | 0.019
Cc1sc2nc(SCc3nc(-c4ccccc4)no3)n(-c3ccccc3)c(=O)c2c1C | 1.7
O=C(CCCCO)CCCCCCCC[C@H]1N[C@H](CO)[C@H](O)[C@@H]1O[C@@H]1O[C@H](CO)[C@@H](O)[C@H](O)[C@H]1O | 0.36
COc1ccc(C2/C=C\CN(C(=O)Nc3ccccc3)CC(=O)N2Cc2ccc(F)cc2)cc1 (centres undefined) | -0.033
COC(=O)c1ccc([C@H](NC(=O)c2ccco2)[C@]2(C)C[C@H]2C2CCCCC2)cc1 | 0.91
COc1cccc(Nc2nc(NCCO)nc(N3CCCC3)n2)c1 | 1.1
O=C(C1=C[C@H](c2ccc(C(F)(F)F)cc2)C[C@H](OCc2ccc(CO)cc2)O1)N1CCN(Cc2ccccc2)CC1 | 0.23
Cc1cccc(Cn2c(C(C)(C)C)cc3cccnc32)c1 | 0.38
CC1(C)CC[C@]2(C(=O)O)CC[C@]3(C)C(=CCC4[C@@]5(C)CC[C@H](O)C(C)(C)C5[C@H](O)C[C@]43C)[C@@H]2C1 (some centres undefined) | 1.6
Cc1ccc(S(=O)(=O)n2c(=O)oc3ccccc32)cc1 | 0.24
Cc1ccc(-c2[nH]c(-c3ccccc3)nc2SCC(=O)NCC2CCCO2)cc1 (centres undefined) | 0.31
C=C1CCN(C(C)C(=O)O)S(=O)(=O)c2ccccc21 (centres undefined) | -0.17
O=C1c2ccccc2S(=O)(=O)c2cc(C(=O)N3CCCC3)ccc21 | 0.016
CC[C@@H](C)[C@@H](C(=O)N1CCN(C(=O)OC(C)(C)C)CC1)n1cc(CCCCNC(=O)OC(C)(C)C)nn1 | 1.9
CCCc1c(-c2ccc(O)cc2)nn(-c2ccc(O)cc2)c1-c1ccc(O)cc1 | 1.1
NC1=NC[C@H](c2ccccc2)N1CCc1cccc(F)c1 | 1.5
CNC(=O)Oc1ccc2c(c1)[C@]1(C)CCN(C)C1N2C (some centres undefined) | 0.68
COC(c1ccccc1)c1c(-c2ccccc2)nn(C)c1Cl (centres undefined) | -0.95
COC(C[C@@H](O)[C@@H](C)[C@H](O)COCc1ccccc1)OC | -1.5
C[C@@H]1CC[C@@]2(O[C@@H](CCO)C[C@H](O)[C@H]2O)O1 | 0.12
O=C1NC[C@@H](Cc2ccc(O)cc2)N(CCc2cccc(F)c2)C1=O | 0.03
CCOC(=O)[C@@H]1[C@H]2COc3ccc(Br)cc3[C@@H]2N2C(=O)N(c3ccc(Cl)cc3)C(=O)[C@]12C | -0.32
C#CCOCCOCCOCCNc1nc(N2CCN(C(=O)[C@H](CCC(=O)O)n3cc(C(N)CO)nn3)CC2)nc(N2CCN(C(=O)[C@H](Cc3cc4ccccc4[nH]3)n3cc(C(N)[C@H](C)CC)nn3)CC2)n1 (some centres undefined) | 0.39
CC1(C(=O)N2CC3(CC(c4cccc(NC(=O)CC(c5ccccc5)c5ccccc5)c4)=NO3)C[C@@H]2C(N)=O)CC1 (some centres undefined) | -0.044
Brc1ccccc1-n1nnc(-c2cnc3ccccc3c2)n1 | 0.73
O=C(Nc1ccccc1)C1=C[C@@H](c2ccc(Br)cc2)C[C@@H](OCc2ccc(CO)cc2)O1 | -1.6

Entries above with a Cl atom, in the order listed:
SMILES | hDAT+cocaine
Oc1cc2c(c(Cl)c1O)CCNCC2c1ccccc1 (centres undefined) | 1.8
CC1(c2nnc(-c3ccncc3)o2)CC(c2cccc(Cl)c2)=NO1 (centres undefined) | -0.42
O=c1cc(-c2ccccc2Cl)oc2cccc(O)c12 | -0.37
CC(=O)c1ccc(N2CCN(C(=O)c3ccc4c(Cl)c5c(nc4c3)CCCC5)CC2)cc1 | 1.5
N/C(=N\OC(=O)c1ccc(Cl)cc1)c1ccc(Cl)cc1 | 0.13
O=C(/C=C/c1cccs1)N1CCC2(CC1)Oc1ccc(Cl)cc1C(=O)C21CC(c2cccnc2)=NO1 (centres undefined) | -0.016
CN1C(C(=O)NCCc2cccs2)CC2Cn3c(nc4cc(Cl)c(Cl)cc43)C21 (centres undefined) | 1.4
CC(C)CC(COCc1cccc(Cl)c1)N1CCN(C(=O)c2ccc(C(F)(F)F)cc2)CCC1=O (centres undefined) | -0.13
COc1cnc(-c2ccccn2)nc1Oc1ccc(Cl)cc1 | 0.67
COC(c1ccccc1)c1c(-c2ccccc2)nn(C)c1Cl (centres undefined) | -0.95
CCOC(=O)[C@@H]1[C@H]2COc3ccc(Br)cc3[C@@H]2N2C(=O)N(c3ccc(Cl)cc3)C(=O)[C@]12C | -0.32

The list is partial (hit frequency here may not be typical).
